# PTHR1 ag – PTHR1 (human) receptor agonism; Q03431; HEK293 GP2 PTHR1 cells, GloSensor cAMP luminescence, 1 h; Potency, µM (series often up to 115 µM), for inactives: top-dose activation, usual class: activators; 410,000 compounds, 0.075% hits; AID 743266; further: nearly all actives have a fitted effect of over 55% in size; some results filed as inactive show a strong effect at the top dose; inactives centre near -15; many of its hits are not listed in these tables
# Target sequence (Q03431 whole entry, looked up): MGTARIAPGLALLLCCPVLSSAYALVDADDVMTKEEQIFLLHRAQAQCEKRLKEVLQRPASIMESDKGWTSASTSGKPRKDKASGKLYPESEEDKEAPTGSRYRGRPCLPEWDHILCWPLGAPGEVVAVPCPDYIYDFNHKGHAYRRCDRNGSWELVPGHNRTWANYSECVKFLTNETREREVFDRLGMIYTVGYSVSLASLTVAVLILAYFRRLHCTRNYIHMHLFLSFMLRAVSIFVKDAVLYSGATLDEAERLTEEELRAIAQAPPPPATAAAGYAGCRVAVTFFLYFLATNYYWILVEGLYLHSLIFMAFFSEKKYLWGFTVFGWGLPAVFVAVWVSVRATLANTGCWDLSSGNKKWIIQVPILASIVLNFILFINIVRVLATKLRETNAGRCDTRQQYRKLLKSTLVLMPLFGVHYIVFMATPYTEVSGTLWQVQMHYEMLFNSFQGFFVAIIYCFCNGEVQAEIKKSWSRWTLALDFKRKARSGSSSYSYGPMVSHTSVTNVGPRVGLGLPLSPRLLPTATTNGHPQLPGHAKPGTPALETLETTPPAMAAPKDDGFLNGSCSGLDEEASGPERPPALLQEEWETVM
#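 HEK-293-derived GP2 cells expressing PTHR1 and a GloSensor cAMP reporter, 3,000/well, plated overnight, given luciferin plus IBMX (each 0.5 mM as added) for 1 h at 37 °C, then compound for 1 h at 37 °C. Luminescence was read after 15 min at room temperature.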
# FUS yeast rescue – rescues growth of FUS-expressing yeast | S. cerevisiae FUS-expressing, growth rescue, OD600, 24 h | Potency, µM (series often up to 76.6 µM), for inactives: at the highest dose growth rescue (activation), actives largely listed as activators | 390,000 compounds, 0.24% hits | AID 1347120;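 further: plate controls were DMSO vehicle for no effect and reference control for full effect; nearly all actives have a fitted effect of over 55% in size; some results filed as inactive show a strong effect at the top dose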
#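 Compound concentration series was pinned onto galactose-induced FUS-expressing yeast seeded at OD 0.005. Plates sat 24hr at 30C; absorbance at 600 nm gave growth. DMSO served as background control.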
# TDP43 rescue – TDP-43 toxicity inhibition in yeast. AID 652104. Potency, µM (series often up to 46.1 µM), for the others: at the highest dose growth rescue (activation), actives largely listed as activators. TDP-43 expressing yeast growth rescue, BacTiter-Glo, 24 h. 410,000 compounds, 1.8% hits; further: % of control where 0% means no effect; nearly all actives have a fitted effect of over 50% in size
#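 Growth rescue of TDP-43-toxic yeast measured as ATP luminescence (BacTiter-Glo). Cells grown to mid-log in raffinose, induced in galactose at OD600=0.02, exposed to compound 24 hr at 30 deg C.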
# Active calls of the source: *; i = inactive; ? = inconclusive; [ ] = dose if it differs, or a comment. The call rests on the fitted dose curve; in most records, active means well fitted curve in the direction sought with a large enough effect; inconclusive means small, poorly fitted or top-dose-only effect, or another doubt; inactive means no such curve, though single readings can be large; an effect the other way counts as inactive or inconclusive. Potency means the concentration at half of the fitted maximal effect. Not all compounds are listed (hit frequency here may not be typical).
Structure | PTHR1 ag | FUS yeast rescue | TDP43 rescue
Cc1cc(C)cc(OCCSc2nc(-c3cccs3)nc3cc(=O)[nH]n23)c1 | -9% | -3% | 20%
Cc1ccc(-n2ncc3c(NCCCc4ccccc4)ncnc32)cc1 | 3% | -13% | 16%
COc1ccc(C(=O)N2CCC(c3c[nH]c4ccccc34)(c3c[nH]c4ccccc34)CC2)cc1 | i | -9% | 15%
O=C(CCCn1c(=O)[nH]c2ccccc2c1=O)NCc1ccccc1Cl | -24% | 2% | -23%[9.22 µM]
Cc1ccc2c(=O)cc(C(=O)Nc3ccc(S(=O)(=O)N4CCCCC4)cc3)oc2c1 | i | 15% | 4%
COc1cccc(CSc2nc(-c3ccccc3F)nc3c2Cc2c(CO)cnc(C)c2O3)c1 | -6% | -3% | 7%
Cc1cc(Cl)ccc1OCCSc1nnc(-c2cccs2)o1 | -21% | 11% | 6%
O=C(NCc1cccs1)c1ccc(CSc2nc3cccnc3n2Cc2ccccc2F)cc1 | -20% | 11% | -8%
Cc1[nH]c2ccccc2c1C1(O)C(=O)N(Cc2ccccc2)c2ccc(Br)cc21 (stereo not drawn) | -13% | 30% | -91%[inhibitor]
CCCCCSc1nnc2c(n1)OC(c1ccc(C)s1)N(C(C)=O)c1ccccc1-2 (stereo not drawn) | -30% | 45% | ?
CCNC(=O)c1ccc(CSc2nc3cccnc3n2Cc2ccc(OC)cc2)cc1 | -23% | 1% | -7%
COc1ccccc1-c1ncnn1-c1sc2c(c1C#N)CCCCC2 | -30% | -2% | 0%
CCN(C(=O)c1cc2c(=O)oc3ccccc3c2s1)c1cccc(C(F)(F)F)c1 | -94%[inhibitor] | 0% | -14%
COc1ccc2c(C)c(CCC(=O)NCCc3ccccc3OC)c(=O)oc2c1 | -20% | -14% | 11%
CC(C)(C)OC(=O)N1CCC(c2c(C(=O)Nc3cccc(C(F)(F)F)c3)cnn2-c2ccc(F)cc2F)CC1 | i | 17% | 12%
CCOc1ccc(NC(=O)CSc2nc(-c3ccccc3)c3cc(OCC)ccc3n2)cc1 | -1% | -6% | 2%
Cc1cccc(OCC(=O)Nc2nc3c(s2)CC(C(C)(C)C)CC3)c1C (stereo not drawn) | 18% | 7% | -17%
CCOC(=O)c1sc(NC(=O)C2c3ccccc3Oc3ccccc32)c(C(=O)OCC)c1C | -16% | 30% | -8%
Cc1cccc(C(=O)N(Cc2ccccc2F)C2CCS(=O)(=O)C2)c1 (stereo not drawn) | i | -24% | 21%
CCOc1ccc(NC(=O)CCS(=O)(=O)c2cc3c4c(c2)CCN4C(=O)CC3)cc1 | i | -1% | 14%
CCOc1ccc(-n2c(=O)c3c4c(sc3n(CC(=O)NC(C)CC)c2=O)CCC4)cc1 (stereo not drawn) | -24% | -17% | 6%
COc1ccc(C)cc1NC(=O)c1c2c(nc3ccccc13)C(=O)N(C1CCCCC1)C2 | 16% | -8% | 16%
COc1ccccc1Nc1nc(-c2ccccc2Cl)c2cc(Br)ccc2n1 | -20% | 5% | 12%
Cc1ccc(Nc2c3c(nc4ccccc24)CCC3)cc1F | -41%[inhibitor] | 4% | -3%
COc1ccccc1CNC(=O)c1cc2cccc3c2n1CC(C)S3 (stereo not drawn) | 0% | ? | 1%
Cc1ccccc1NC(=O)c1cnc2sc(N3CCCC3)nn2c1=O | -1% | -10% | 0%
COCCCN1C(=O)c2[nH]nc(-c3cc(C)ccc3O)c2C1c1ccc(F)cc1 (stereo not drawn) | -49%[inhibitor] | 16% | 23%
O=C(Nc1ccc2[nH]c(=O)c(=O)[nH]c2c1)c1cccc(F)c1 | ? | 10% | -12%
COc1ccc(NC(=O)C2CCC(CNS(=O)(=O)c3ccc(Br)s3)CC2)c(OC)c1 (stereo not drawn) | -40%[inhibitor] | -6% | -8%
COc1cc(OC)cc(-c2nc(-c3cccc(C)c3)no2)c1 | -4% | 3% | 7%
COc1ccc(CCNc2nc(-c3ccc(OC)c(OC)c3)cc(C(F)(F)F)n2)cc1OC | -27% | 8% | 24%
O=C(CSc1ccc2nc(-c3ccccc3)cn2n1)Nc1ccccc1C(F)(F)F | -14% | -14% | 5%[9.22 µM]
CCCNS(=O)(=O)c1cc(-c2nnc3c4ccccc4c(C)nn23)ccc1OC | i | 1% | 13%
CCc1nn(CC(=O)NCc2ccc(OC)cc2OC)c(=O)c2cc3c(OC)cccc3n12 | 2% | -13% | ?
Cc1ccc(Nc2nc(C)cc(C)n2)c(C(=O)O)c1 | -18% | 7% | 2%
O=C(CSc1c2c(nc3cc(Cl)ccc13)CCCC2)N1CCN(c2ccccc2)CC1 | -7% | ? | 20µM*
CCOc1ccc(NC(=O)c2cnn(-c3ccc(C)c(C)c3)c2C2CCN(C(=O)OC(C)(C)C)CC2)cc1 | i | 7% | -1%
Cn1c(=O)[nH]c(=O)c2c1nc1n(CCO)c(-c3ccccc3)cn21 | i | -19% | 6%
CCOc1ccc(CCNC(=O)CCCn2c(=O)c3cccn3c3ccccc32)cc1 | -84%[inhibitor] | 1% | 9%
CCS(=O)(=O)N1CC(=O)N(c2ccc(Cl)cc2C)C(C)(C(=O)NC2CCCCC2)C1 (stereo not drawn) | i | -13% | 9%
c1ccc(CSc2nc3ncccc3[nH]2)cc1 | i | -3% | ?
CC(NC(=O)C(=O)Nc1c2c(nn1-c1ccccc1)CSC2)c1ccccc1 (stereo not drawn) | i | 38% | 20%
CCOc1ccc(-c2cc3c(=O)n(CC(=O)Nc4cc(F)ccc4C)ccn3n2)cc1 | i | -17% | 5%
COc1ccc2c(c1)c1c(c(=O)n(-c3ccc(OC)c(OC)c3)c(=O)n1Cc1ccccc1F)n2C | i | 4% | 12%
COc1cc(NC(=O)CSc2nc3nc(C)c(Cc4ccccc4)c(C)n3n2)cc(OC)c1OC | i | 43% | 25%
COc1ccc(C2=NC(c3ccncc3)=Nc3ccc(OC)cc3N2)cc1 | -17% | 13% | -3%
N#Cc1c(C(F)(F)F)cc(-c2cccs2)nc1SCC(=O)Nc1ccccc1F | -11% | 2% | 16%
COc1cc(NC(=O)N2c3ccccc3Sc3ccccc32)cc(OC)c1 | -36%[inhibitor] | 1% | 9%[9.22 µM]
CC(CNC(=O)C1CCN(C(=O)N2CCOc3ccc(Cl)cc32)CC1)c1ccccc1 (stereo not drawn) | i | 12% | 17%
O=C(Cn1c(=O)c(C(F)(F)F)nc2ccccc21)Nc1cccc(Br)c1 | i | 14% | 5%
COc1cc(Cl)c(NC(=O)C(NS(=O)(=O)c2cccs2)C(C)C)c(OC)c1 (stereo not drawn) | i | 9% | 14%
O=c1c(=O)n(-c2cccc(Cl)c2)ccn1Cc1cccc(F)c1 | ? | 6% | 5%
Cc1cc(=O)n(CC(=O)NCCC(C)C)c2c1c(C)nn2C | i | 7% | 21%
CCCC(=O)Nc1ccc2nc(SCc3ccc(C)cc3)sc2c1 | -5% | 7% | -3%
O=C(CCn1c(=O)c2cccn2c2cccnc21)NCc1ccc(Cl)cc1 | i | -11% | 21%
COc1cccc(N2CCN(C(=O)c3cc4c(=O)n(Cc5ccco5)ccc4nc3C)CC2)c1 | 0% | ? | -16%
COc1ccc(C2C(C(N)=O)=C(C)Nc3nc(CCCO)nn32)c(OC)c1 (stereo not drawn) | i | -5% | 7%
Cc1ccc(OCCCn2c(C3CC(=O)N(c4cccc(Cl)c4)C3)nc3ccccc32)c(C)c1 (stereo not drawn) | -19% | 12% | 12%
Cc1cccc(NC(=O)Cn2c(=O)n(CCCCCC(=O)NCc3ccccc3)c(=O)c3sccc32)c1 | i | 17% | 14%
CC(Oc1ccc(F)cc1)C(=O)NCC1(N(C)C)CCCCC1 (stereo not drawn) | 7% | -23% | 0%

# Given with each value named: part of the list above.
> COc1cc(Cl)c(NC(=O)C(NS(=O)(=O)c2cccs2)C(C)C)c(OC)c1 (stereo not drawn)
  PTHR1 ag = i	FUS yeast rescue = 9%	TDP43 rescue = 14%
> Cc1cccc(C(=O)N(Cc2ccccc2F)C2CCS(=O)(=O)C2)c1 (stereo not drawn)
  PTHR1 ag = i	FUS yeast rescue = -24%	TDP43 rescue = 21%
> Cc1ccc(-n2ncc3c(NCCCc4ccccc4)ncnc32)cc1
  PTHR1 ag = 3%	FUS yeast rescue = -13%	TDP43 rescue = 16%
> Cc1ccc(Nc2nc(C)cc(C)n2)c(C(=O)O)c1
  PTHR1 ag = -18%	FUS yeast rescue = 7%	TDP43 rescue = 2%

# Additional entries
# Below each SMILES: PTHR1 ag, FUS yeast rescue, TDP43 rescue
O=C(NCc1ccccc1F)C1CCCN(C(=O)N2CCOc3ccccc32)C1 (stereo not drawn)
 : i, -7%, 16%
CCN(c1ccc(Cl)cc1)S(=O)(=O)c1nnc(NC(=O)c2ccccc2C)s1
 : -46%[inhibitor], 5%, -2%
Cc1ccc(NC(=O)N2CCC(CN3CCCC3)CC2)c(C)c1
 : i, 1%, 12%
COC(=O)c1sccc1S(=O)(=O)N(CC(=O)NCc1ccc(C)cc1)c1ccc(C)cc1
 : -16%, 4%, 10%
Cc1ccc(C)c(N2CCN(C(=O)Cn3c(-c4cccs4)cc4ccccc43)CC2)c1
 : i, 28%, 14%
COCCNC(=O)C(=O)NCC(c1cccnc1)N1CCN(c2ccccc2)CC1 (stereo not drawn)
 : -29%, -11%, 31%
Nc1c(-c2nc(-c3ccccc3Cl)no2)nnn1-c1ccccc1C(F)(F)F
 : 17%, 2%, -29%
Cc1ccc(C2=NN(CCC(=O)NCCc3cccc(C)c3)C(=O)CC2)cc1
 : -4%, 50%, 18%
O=C1CCSC2(C(=O)N(Cc3ccc(F)cc3)c3ccccc32)N1c1ccc(Cl)cc1 (stereo not drawn)
 : -25%, 41%, 0%
CN(Cc1ccccc1)S(=O)(=O)c1ccc(NC(=O)c2cc(=O)c3ccccc3o2)cc1
 : i, -9%, 10%
CCOc1cc(CNC(=O)CSc2n[nH]c(-c3ccccc3)n2)cc(OCC)c1OCC
 : -1%, 22%, 7%
COC(=O)c1ccc(C2c3c(-c4ccccc4O)n[nH]c3C(=O)N2Cc2ccncc2)cc1 (stereo not drawn)
 : i, 5%, 5%
CCn1cc(C(=O)OCC(=O)Nc2cccc(C(C)=O)c2)c(=O)c2ccc(C)nc21
 : 14%, ?, 1%
COc1ccc(-n2nc3c(N4CCC(C(=O)NCCc5ccccc5)CC4)nnc(C)c3c2C)cc1
 : -11%, -9%, 13%
CCC(=O)Nc1ccccc1-c1nc2ccccc2n(CC(=O)Nc2ccc(C)c(C)c2)c1=O
 : -20%, -6%, 22%
CC1=C(C(=O)N2CCN(c3cc(C)ccc3C)CC2)C2(CCC(C)CC2)OC1=O (stereo not drawn)
 : i, 0%, 22%
COc1ccc2c(c1)-c1nc(NC(=O)c3ccc(Cl)cc3)sc1CC2
 : i, 3%, 12%
COc1cc(C(=O)NCC(c2ccc(N(C)C)cc2)N2CCc3ccccc32)cc(OC)c1OC (stereo not drawn)
 : -16%, -6%, 14%
Cc1ccc(CN(Cc2ccco2)c2cnc(S(C)(=O)=O)nc2C(=O)Nc2ccccc2Br)o1
 : i, 33%, 20%
CCOC(=O)c1c(NC(=O)CS(=O)(=O)c2ccc(C)cc2)sc2c1CCCCC2
 : i, 33%, 3%
CC1CCC(NC(=O)c2ccc(CSc3nc4ccncc4n3Cc3ccc(F)cc3)cc2)CC1 (stereo not drawn)
 : -16%, 29%, 10%
Cc1ccc(Cl)cc1N1CCN(C(=O)c2ccc3c(c2)N(Cc2ccccc2F)C(=O)c2ccccc2S3=O)CC1 (stereo not drawn)
 : -38%, 10%, 6%
Cc1cc(C)nc(-n2nc(C)c3c2N(C)C(=O)CC3c2ccc(Cl)cc2)n1 (stereo not drawn)
 : i, -3%, 19%[9.22 µM]
O=C(O)CC(NS(=O)(=O)c1ccc(Br)s1)c1ccccc1 (stereo not drawn)
 : ?, -10%, 17%
CCc1cccc(C)c1NC(=O)Cn1ncc2c3ccccc3n(Cc3ccccc3)c2c1=O
 : -6%, 4%, 6%
CC1CCN(c2nn3c(=O)c(C(=O)NCCc4ccc(Cl)cc4)cnc3s2)CC1
 : i, -14%, 21%
CCC(CC)C(=O)Nc1cccc(-c2nc3ccccc3s2)c1
 : i, 18%, 17%
Cc1cccc(C(=O)Nc2ccc(OCc3cc(=O)n4ccsc4n3)cc2)c1
 : -17%, -36%, 17%
CC(C)CN(CC(C)C)c1nnc(NC(=O)Nc2cccc(C(F)(F)F)c2)s1
 : -14%, -15%, 14%

# Profiles, quoted from the list:
# O=C(O)CC(NS(=O)(=O)c1ccc(Br)s1)c1ccccc1 (stereo not drawn) is entered as PTHR1 ag: ?; FUS yeast rescue: -10%; TDP43 rescue: 17%
# CCc1cccc(C)c1NC(=O)Cn1ncc2c3ccccc3n(Cc3ccccc3)c2c1=O is entered as PTHR1 ag: -6%; FUS yeast rescue: 4%; TDP43 rescue: 6%
